# mABHD4 FP = inhibits mouse alpha/beta hydrolase domain 4; 370,000 tested, 0.54% active; inhibition, % at 8.92 µM; purified mABHD4, FP-Rh probe fluorescence polarization; Q8VD66;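 active = inhibition exceeding the mean over every tested compound plus 3 SD, cut at about 30% in these data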;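 also: 0% = plate median of compound wells and 100% = S159A mutant with DMSO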
#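 assay system = mABHD4 protein | compound dosing = single nominal dose of 8.92 µM, 0.89% DMSO final | read-out basis = percent inhibition of probe binding, normalized to plate controls | schedule = Enzyme–compound pre-incubation 45 min, then probe 60 min, both 25 °C | detection = fluorescence polarization, excitation 525 nm, emission 598 nm, BODIPY TMR filters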
# SIAE inh = human SIAE inhibition, primary screen; Q9HAT2; SIAE FP-Rh probe binding, fluorescence polarization; inhibition, % at 9.66 µM; 370,000 tested, 0.69% active; AID 1053197;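 active = inhibition above a cutoff: mean of compounds within the control limits plus 3 SD of those, cut at about 17% in these data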;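 also: 0% = plate median of compound wells and 100% = probe without SIAE protein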
# Target sequence (Q9HAT2 whole entry, looked up): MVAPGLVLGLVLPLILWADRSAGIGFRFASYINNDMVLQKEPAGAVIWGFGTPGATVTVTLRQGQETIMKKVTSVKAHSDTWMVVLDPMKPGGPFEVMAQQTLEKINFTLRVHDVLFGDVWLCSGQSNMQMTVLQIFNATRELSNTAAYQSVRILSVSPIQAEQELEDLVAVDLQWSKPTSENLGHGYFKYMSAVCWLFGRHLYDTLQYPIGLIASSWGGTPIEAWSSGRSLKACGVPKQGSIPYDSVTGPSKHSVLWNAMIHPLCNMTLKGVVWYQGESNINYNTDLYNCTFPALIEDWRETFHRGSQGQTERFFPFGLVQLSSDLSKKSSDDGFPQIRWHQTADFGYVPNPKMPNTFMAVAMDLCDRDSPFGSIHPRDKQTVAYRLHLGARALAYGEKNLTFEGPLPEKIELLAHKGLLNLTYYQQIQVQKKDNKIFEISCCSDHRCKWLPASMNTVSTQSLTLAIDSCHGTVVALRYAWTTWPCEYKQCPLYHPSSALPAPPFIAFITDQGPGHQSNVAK
# UHRF1 binding = UHRF1 methyl-DNA binding inhibition | AID 687016 | inhibition, % at 4.4 µM | UHRF1 binding to methylated oligo, TR-FRET | 370,000 tested, 0.75% active; in the data active = inhibition above about 21%;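 also: UHRF1 SRA domain binding a hemimethylated CpG hairpin DNA probe; 0% = median of test compound wells and 100% = reference inhibitor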
# DDE Tn7 FP inh = inhibitors of Tn7 peptide binding to human fibrin DD(E); P02675; FP displacement of FITC-Tn7 peptide from fibrin DD(E); 0% = median of compound wells per plate; inhibition, % at 8.3 µM; 370,000 tested, 0.13% active; AID 720508;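 active = inhibition above the mean of compounds falling within the control limits plus 3 SD of them, cut at about 14% in these data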;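 also: 0% = plate median of compound wells and 100% = 10 µM Aha-Tn7 peptide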
#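 system = human fibrin DD(E) protein | quantity = DD(E) 2 µM final | medium = Tris/NaCl/CaCl2 buffer, pH 7.8 | also added = labelled Tn7 tracer, 0.1 µM | compound dosing = single point at 8.3 µM | timing = compound with protein 10 min, then 3 h after probe, room temperature | signal = FP measurement | benchmarks = Aha-Tn7 high control | repeats = one replicate per compound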
# PG9 binder = PG9 antibody binding by small molecule | TR-FRET gp120-PG9 antibody binding | inhibition, % at 6.7 µM | 360,000 tested, 0.43% active | AID 624416; in the data active = inhibition above about 8.5%
# TCR-CD3 inh = human TCR-CD3 binding inhibition. TAMRA-labeled TCR probe fluorescence, biochemical. inhibition, % at 9.4 µM. 360,000 tested, 0.37% active; in the data active = inhibition above about 19%;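 also: recombinant mutant TCR 2C K166C tagged with TAMRA read by polarization; 0% = receptor in buffer alone and 100% = receptor with positive control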
# PRMT1 FP inh = PRMT1 (human) inhibition, primary screen; Q99873; AID 652257; recombinant PRMT1, activity-based probe fluorescence polarization; inhibition, % at 2.79 µM; 370,000 tested, 1.3% active;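 active = inhibition above about 21% made by adding two undisclosed values, limit read from the data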
# Target sequence (Q99873 whole entry, looked up): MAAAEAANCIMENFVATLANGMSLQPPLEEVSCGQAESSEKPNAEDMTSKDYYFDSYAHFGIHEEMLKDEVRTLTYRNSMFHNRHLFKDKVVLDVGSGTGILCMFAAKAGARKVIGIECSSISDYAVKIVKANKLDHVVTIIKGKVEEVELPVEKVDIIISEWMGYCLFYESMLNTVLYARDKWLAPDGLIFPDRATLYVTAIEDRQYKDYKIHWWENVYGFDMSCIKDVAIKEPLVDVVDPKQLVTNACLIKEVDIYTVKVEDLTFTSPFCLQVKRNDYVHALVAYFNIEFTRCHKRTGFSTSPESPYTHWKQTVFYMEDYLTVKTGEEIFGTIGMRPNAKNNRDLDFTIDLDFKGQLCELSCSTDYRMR
# HTRA1 inh = HTRA1 (human) protease inhibition; recombinant HTRA1, FP-rhodamine activity-based probe, fluorescence polarization; Q92743; inhibition, % at 5.96 µM; AID 504803; 340,000 tested, 0.5% active; in the data active = inhibition above about 36%;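 also: 0% = enzyme with DMSO and 100% = wells lacking enzyme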
# LEDGF integ inh = blocks HIV-1 LEDGF/p75-dependent DNA integration; TR-FRET IN-LEDGF/p75 DNA integration, Eu/Cy5; inhibition, % at 3.7 µM; 370,000 tested, 0.64% active; AID 743269;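 active = inhibition above the screen-wide mean plus 3 SD, cut at about 13% in these data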;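 also: signal is the Cy5 over europium emission ratio at 671 and 618 nm; 0% = plate median of compound wells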
# TDP2 absorb = TDP2 (human) inhibition, absorbance primary screen; recombinant TDP2, T5PNP hydrolysis, p-nitrophenol absorbance 415 nm; 370,000 tested, 0.34% active; O95551; AID 720702; inhibition, % at 12.8 µM;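 active = inhibition above the mean of all tested compounds plus 3 SD, set per campaign, cut at about 25% in these data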;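 also: 0% = DMSO with enzyme and 100% = buffer with substrate but no TDP2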
#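 Assay system: recombinant human TDP2 / Reagent: T5PNP substrate at 5 mM, a TopII-DNA adduct mimic / Measured by: epi absorbance from released p-nitrophenol / Evaluation: % inhibition relative to enzyme-containing and enzyme-free wells / Control set: enzyme-free and DMSO wells / Replicates: each compound tested once, singlicate / Schedule: enzyme reaction with compound for 2 h at 37 °C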
# * = called active by the depositor; x = no result given. Compounds were not picked by outcome. Share with any hit: about 4.2%.
SMILES,mABHD4 FP,SIAE inh,UHRF1 binding,DDE Tn7 FP inh,PG9 binder,TCR-CD3 inh,PRMT1 FP inh,HTRA1 inh,LEDGF integ inh,TDP2 absorb
Cn1c(CCN2CCCCC2)nc2cc([N+](=O)[O-])ccc21,-3,4,-2,1,-2.9,0,-1,-1,0,-6
O=[N+]([O-])c1cccc(-c2ccc(SCc3cccnc3)nn2)c1,-3,-4,13,1,-1.3,-2,-2,-3,3,4
O=[N+]([O-])c1cc(Br)c2nsnc2c1N1CCOCC1,0,-2,-18,-3,0.4,-1,2,3,-5,6
CCOC(=O)CC1NC(=O)c2ccccc21 (stereo not given),0,10,-4,0,0.9,-4,-3,8,4,8
CCN(CC)c1cc(C)c(C#N)c2nc3ccccc3n12,2,-1,0,-3,-0.3,-5,-1,2,-5,2
CCCCNC(=O)C1(C)CCN1C(=O)Cc1cccc2ccccc12 (stereo not given),6,0,3,2,0.0,-3,-4,x,4,2
Cc1c(-c2cc[n+]([O-])cc2)oc2ccc(Br)cc2c1=O,-3,-3,-6,4,0.2,-1,-10,x,1,10
COCc1cc(=O)[nH]c(Nc2nc3ccc(C)cc3o2)n1,-8,2,-5,-3,-2.5,-7,1,5,-8,3
O=C(CNc1n[nH]c(=O)[nH]c1=O)N/N=C/C1CC=CCC1 (stereo not given),-3,-4,-2,3,0.8,8,-6,7,1,9
Cc1ccccc1Nc1nn2c(=O)c3ccccc3nc2s1,-3,-4,1,-4,36*,6,-2,-8,1,11
CCOC(=O)c1sc2ncn(CC(=O)NCC3CCCO3)c(=O)c2c1C (stereo not given),4,-1,1,-5,1.6,4,3,-2,1,9
C=CCn1c(SCC(=O)Nc2ccc(O)cc2)nc2sc(C)c(C)c2c1=O,0,0,-2,3,-1.4,5,-5,-1,0,2
CCOC(=O)c1ccc(NC(=O)COc2ccc(S(=O)(=O)NC(C)(C)C)cc2)cc1,-7,1,18,-4,-2.7,1,0,-9,4,0
Cc1ccc2cc(C#N)c(SCc3nnc(-c4ccccc4[N+](=O)[O-])o3)nc2c1,5,5,-4,-2,0.0,3,-3,1,5,5
COc1ccc(C2CC(c3ccccc3C(F)(F)F)=NN2c2ccc(S(N)(=O)=O)cc2)cc1 (stereo not given),-36,-3,0,-4,1.2,-7,2,-35,-6,-9
Cc1nc2cc(C(F)(F)F)ccc2n1CCNc1nc(-c2cc(Cl)c(N)c(Cl)c2)cs1,5,9,-1,1,1.4,3,0,-7,2,-3
CC(=O)Nc1ccc2c(=O)n(-c3ccccc3)sc2c1,3,8,-3,-1,1.2,4,86*,-1,-3,6
Cc1cc(=O)[nH]c(SCC(=O)Nc2c(C)n(C)n(-c3ccccc3)c2=O)n1,0,4,0,-5,0.6,0,-2,1,4,10
Cn1c(N)c(C(=O)COC(=O)Cc2c(F)cccc2Cl)c(=O)n(C)c1=O,7,0,1,2,-0.1,-7,3,2,-6,8
CCC(C)NC(=O)C(Cc1ccccc1)NS(=O)(=O)c1cccc2nsnc12 (stereo not given),1,-5,-1,-11,-0.5,-3,-1,-2,1,2
CCCCCOC(=O)Cc1c(O)c2ccccc2n(C)c1=O,4,0,2,-4,2.0,-9,11,-4,-2,-2
Cc1ccc(N2C(=O)c3ccccc3C2Nc2ccccc2)nc1 (stereo not given),1,4,0,-2,-0.9,4,-1,-7,0,1
COc1ccc(Cl)cc1C=CC=NNS(=O)(=O)c1ccc(C)cc1,-17,-6,0,3,-0.1,2,-2,-12,0,-2
NC1=NC(=O)C(Cc2cc(Cl)ccc2Cl)S1 (stereo not given),-3,-3,1,1,-1.1,5,-1,-2,-1,8
COc1ccc(-c2noc(CCC(=O)N3CCN(Cc4ccccc4)CC3)n2)cc1,-8,-4,2,2,1.3,-4,-1,5,1,-6

# 10 entries out of the list, ordered by SMILES length, descending.
SMILES,mABHD4 FP,SIAE inh,UHRF1 binding,DDE Tn7 FP inh,PG9 binder,TCR-CD3 inh,PRMT1 FP inh,HTRA1 inh,LEDGF integ inh,TDP2 absorb
COc1ccc(C2CC(c3ccccc3C(F)(F)F)=NN2c2ccc(S(N)(=O)=O)cc2)cc1 (stereo not given),-36,-3,0,-4,1.2,-7,2,-35,-6,-9
COc1ccc(-c2noc(CCC(=O)N3CCN(Cc4ccccc4)CC3)n2)cc1,-8,-4,2,2,1.3,-4,-1,5,1,-6
CCC(C)NC(=O)C(Cc1ccccc1)NS(=O)(=O)c1cccc2nsnc12 (stereo not given),1,-5,-1,-11,-0.5,-3,-1,-2,1,2
O=[N+]([O-])c1cccc(-c2ccc(SCc3cccnc3)nn2)c1,-3,-4,13,1,-1.3,-2,-2,-3,3,4
O=C(CNc1n[nH]c(=O)[nH]c1=O)N/N=C/C1CC=CCC1 (stereo not given),-3,-4,-2,3,0.8,8,-6,7,1,9
Cc1c(-c2cc[n+]([O-])cc2)oc2ccc(Br)cc2c1=O,-3,-3,-6,4,0.2,-1,-10,x,1,10
COCc1cc(=O)[nH]c(Nc2nc3ccc(C)cc3o2)n1,-8,2,-5,-3,-2.5,-7,1,5,-8,3
CC(=O)Nc1ccc2c(=O)n(-c3ccccc3)sc2c1,3,8,-3,-1,1.2,4,86*,-1,-3,6
CCN(CC)c1cc(C)c(C#N)c2nc3ccccc3n12,2,-1,0,-3,-0.3,-5,-1,2,-5,2
Cc1ccccc1Nc1nn2c(=O)c3ccccc3nc2s1,-3,-4,1,-4,36*,6,-2,-8,1,11

# Continued.
SMILES,mABHD4 FP,SIAE inh,UHRF1 binding,DDE Tn7 FP inh,PG9 binder,TCR-CD3 inh,PRMT1 FP inh,HTRA1 inh,LEDGF integ inh,TDP2 absorb
Cc1nc2cc(NC(=O)CSc3nc4c(C)cccc4cc3C#N)ccc2s1,1,-14,-2,-5,16*,0,-3,3,-1,0
N#Cc1ccc(NC(=O)Cn2cnc(S(=O)(=O)N3CCc4ccccc43)c2)cc1,-9,-18,-1,-1,-2.8,2,-3,-6,1,-23
O=C(NCC1CCCO1)NC1CCCCC1 (stereo not given),1,1,11,-1,-1.5,7,0,-2,0,12
C#CCOCCOCCOCCNc1nc(N2CCOCC2)nc(N2CCN(C(=O)[C@H]([C@@H](C)O)n3cc(CCCCN)nn3)CC2)n1,-8,-6,6,-6,0.3,-3,1,1,2,-1
C=C(C)c1cccc(C(C)(C)NC(=O)N2CCCCC2CC)c1 (stereo not given),10,1,22*,-1,-2.5,-2,2,-5,3,7
Cc1cc(C)nc(N/N=C/c2cn[nH]c2-c2ccc(F)cc2)n1,-2,5,-4,3,-3.2,-1,-6,-1,5,1
O=C(N/C(=C/c1cccc([N+](=O)[O-])c1)C(=O)N1CCCCC1)c1ccco1,0,3,0,-2,-1.0,-6,5,-1,1,-2
CN(C(=O)CSc1nnc(-c2c[nH]c3ccccc23)o1)C1CCS(=O)(=O)C1 (stereo not given),-10,-5,3,2,-0.6,4,-1,2,-2,-6
COc1ccccc1C(=O)Nc1sc2c(c1C(=O)NCc1ccco1)CCCC2,-13,-5,5,-1,1.1,-6,6,-6,-1,-18
COc1cccc(-c2nn(C)c3sc(C(=O)NCCCN(C)Cc4ccccc4)cc23)c1,-13,-5,0,-1,-1.0,9,-3,-39,4,-18
COc1ccc(NC(=O)CN(C)S(=O)(=O)c2ccc(Cl)cc2)cc1Cl,-4,0,3,0,-0.5,3,-3,-3,5,-7
Cc1ccc(C(=O)Nc2cnc3ccccc3c2)cc1,2,-2,-1,-8,2.9,4,-1,-9,-1,-1
O=C(CN(C(=O)CNC(=O)c1cccs1)c1ccc2c(c1)OCCO2)NC1CCCC1,-1,1,-2,-4,-1.2,9,-3,-3,-4,4
CC(=O)NC12CC3CC(C1)CC(C(=O)Nc1nc4ccc(S(C)(=O)=O)cc4s1)(C3)C2,5,-8,1,3,-2.8,8,-1,-1,2,6
CCC(=O)c1ccc(OC(C)C(=O)NC2(C#N)CCCCC2)cc1 (stereo not given),-5,-8,2,-8,-1.2,0,-5,5,4,3
Cc1cccc(CCNC(=O)C2CCCN(c3ncnc4c3nc3n4CCCCC3)C2)c1 (stereo not given),5,3,-2,-8,-2.8,3,-2,-7,-2,2
Cc1ccc(-c2csc3ncnc(-n4nnc5ccccc54)c23)cc1C,-6,4,-2,2,-2.7,8,1,-11,4,-1
CCc1cccc(CC)c1NC(=O)CN1CC(C)SC1=NC1CCCCC1 (stereo not given),2,13,-2,-4,-1.9,3,-3,2,0,-1
CCOCCCN(CC(=O)NC1CCCC1)C(=O)C(=O)Nc1ccc2c(c1)OCCO2,4,-3,2,5,-0.4,1,-4,1,-3,-4
Cc1cc(S(=O)(=O)NC2CCCCC2)ccc1OCC(=O)NCc1ccccn1,-5,0,2,-2,-1.5,0,2,-9,7,1
O=C(COc1ccccc1-c1ccccc1)Nc1ccc(S(=O)(=O)NCc2ccco2)cc1,-15,-2,0,8,0.4,0,-1,-18,-2,-4
COc1ccc(OC)c(CN(CCN2CCOCC2)C(=O)Nc2cccc(Cl)c2)c1,9,3,1,0,1.0,-1,1,-5,-4,8
O=C(Cc1ccc(Br)cc1)N1CCN(C(=O)c2ccco2)CC1,-3,-3,0,4,-0.9,-3,4,4,-6,-5
Cc1ccc(S(=O)(=O)N2[C@@H](Cc3ccccc3)CO[C@H]2CC(=O)c2ccc(F)cc2)cc1,3,-8,0,13,-0.8,-3,1,x,-4,6
O=C(OCC(=O)N(C1CCCCC1)C1CCCCC1)c1ccncc1,1,2,-1,2,0.9,5,1,0,1,-1
COC(=O)c1ccc(Cn2nnc3c(=O)[nH]c(C4CCCN(S(=O)(=O)c5cccc(Cl)c5)C4)nc32)cc1 (stereo not given),-3,5,4,-5,-1.1,-4,-1,1,1,-3
CCN(CC)C(=O)c1ccc(-c2nnc(OC)c3ccccc23)cc1,-7,-8,6,2,0.0,-8,9,-4,5,-12
CCOC(=O)C1CCCN(C(=O)Cn2cccc2C(=O)c2ccccc2)C1 (stereo not given),-5,-2,0,3,-0.1,-2,-2,1,1,4
